hERG WT inh: KCNH2 (human, wildtype) channel inhibition. 0.37% of 340,000 active. U2OS, BacMam KCNH2, thallium flux FluxOr; active compounds read low. activity change, % at 1.84 µM;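 active = maximum activity change below -70%; inconclusive = maximum activity change between -70% and -50%; inactive = maximum activity change above -50%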; note: % is set by controls: 0 for no effect and ±100 for the full control effect
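U2OS cells were transduced with wild-type KCNH2 virus (2.03 x 10^8 / mL) for 4 h at room temperature, then cultured overnight at 37 C. Thallium flux was read with FluxOr dye. Rate constants were normalized to DMSO controls.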
Eya2 phos inh: inhibitors of human Eya2 phosphatase activity | O00167 | recombinant Eya2, OMFP fluorescence dephosphorylation (OMFP is methylfluorescein phosphate) | Potency, µM (doses to about 76.9 µM), for inactives: at the highest dose activity, negative = inhibition, hits mostly inhibitors | 0.006% of 330,000 active | AID 488837; note: potency is the fitted concentration of half-maximal effect; % is set by controls: 0 for no effect and ±100 for the full control effect
Target sequence (O00167 whole entry, looked up): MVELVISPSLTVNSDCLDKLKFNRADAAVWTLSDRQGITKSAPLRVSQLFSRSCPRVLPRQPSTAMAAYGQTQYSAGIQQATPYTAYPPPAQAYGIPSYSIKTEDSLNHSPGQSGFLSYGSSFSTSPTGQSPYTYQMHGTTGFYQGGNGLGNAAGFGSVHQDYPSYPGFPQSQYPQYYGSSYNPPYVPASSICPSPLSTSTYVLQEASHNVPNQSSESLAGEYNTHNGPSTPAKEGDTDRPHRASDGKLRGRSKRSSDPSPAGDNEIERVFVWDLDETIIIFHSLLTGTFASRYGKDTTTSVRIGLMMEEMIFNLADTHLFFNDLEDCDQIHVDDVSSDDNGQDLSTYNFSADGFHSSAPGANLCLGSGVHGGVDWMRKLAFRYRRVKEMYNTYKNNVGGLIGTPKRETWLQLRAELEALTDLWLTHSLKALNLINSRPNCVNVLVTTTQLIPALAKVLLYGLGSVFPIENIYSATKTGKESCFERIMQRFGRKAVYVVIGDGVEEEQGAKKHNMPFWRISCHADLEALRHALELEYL
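Eya2 (0.2 uM) preincubated 10 min at ambient with compound, then OMFP substrate added at 50 uM; 10 min reaction in 50 mM HEPES pH 7.5, 50 mM NaCl, 5 uM MgCl2, 0.05% BSA, 1 mM DTT. Fluorescence read at Ex 485/Em 525 nm.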
ASM inhibitor: blocks human secretory acid sphingomyelinase; P17405; placental ASM, HMU-PC fluorogenic substrate, 60 min; Potency, µM (titrated, usually from 57.5 µM), for the others: top-dose activity change, negative = inhibition, hits mostly inhibitors; 0.006% of 340,000 active; AID 504937; note: potency is the fitted concentration of half-maximal effect
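HMU-PC0 cleavage (9 uM final) by human placental ASM, 60 min at 37 °C following 10 min compound exposure at RT; stopped at pH 10, fluorescence Ex 386/Em 447 nm.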
TSHR antag: blocks TSH signaling through the human TSH receptor. P16473. TSHR-expressing cells, TSH-stimulated cAMP HTRF, 2 h; active compounds read low. activity change, negative = inhibition, % at 11.5 µM. 0.2% of 330,000 active;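 active = activity change below a set negative limit, meaning inhibition stronger than a set level, cut at about -70% in these data; inconclusive = activity change between two set negative limits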; note: % is set by controls: 0 for no effect and ±100 for the full control effect
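Cell-based HTRF cAMP assay; TSHR cells + compound, TSH EC80 (4nM final), 2 h, 37 deg C. Lysis with anti-cAMP cryptate and cAMP-d2, 30 min RT, read 665/620 nm.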
Chronic BCR inh: blocks chronic active B-cell receptor signaling | Potency, µM (top dose mostly 46.1 µM), for inactives: at the top dose ratio change, negative = lower green/red ratio, most hits filed as inhibitors | ABC-DLBCL IkBa-CBG/CBR reporter, luminescence ratio, 4 h | 0.05% of 340,000 active; active = well fitted inhibition curve with a large enough effect in the signal ratio, with a control signal flat, not every such curve was filed as active; inconclusive = small, poorly fitted or top-dose-only effect, or effect the other way, or a change in a side signal; the % refers to the signal ratio;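 note: potency is the fitted concentration of half-maximal effect; plate controls were basal doxycycline-induced cells for no effect and cells given 10 µM MG132 for full effect; MG132 reads +100%, hits lower the ratio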
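Cell line TMD8 (human ABC DLBCL), stably expressing tet-inducible CBG68-IkBa fusion and CBR; IMDM/0.5% FBS; cpd up to 46 uM; dox induction, 4 h, 37C/5% CO2; dual luminescence; green/red ratio; MG132 control.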
USP2a block: inhibitors of human ubiquitin-specific protease USP2a | O75604 | USP2 core, Ub-CHOP2 coupled fluorogenic reporter, 485/531 | Potency, µM (series often up to 38.3 µM), inactives show at the highest dose activity change, negative = inhibition, hits mostly inhibitors | 0.01% of 330,000 active | AID 463254;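 note: potency is the fitted concentration of half-maximal effect; plate controls were DMSO wells for no effect and full inhibition by NEM control for full effect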
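Cell-free coupled assay: 10nM USP2 core preincubated 30min RT with compound in Tris-HCl pH 8.0/CaCl2/CHAPS buffer, then 25nM Ub-CHOP2 and 25nM reporter substrate; fluorescence (Ex 485/Em 531) read after 60min RT, normalized to NEM inhibition, concentration-response curves fitted.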
MBNL1 CUG block: MBNL1-poly(CUG) RNA binding inhibition; TR-FRET MBNL1-His/biotin-(CUG)12 binding, 665/545 ratio; 0.036% of 280,000 active; Potency, µM (titrated, usually from 57.5 µM), for the others: at the top dose activity change, negative = inhibition, actives largely listed as inhibitors; Q9NR56; AID 2675; active = well fitted inhibition curve with a large enough effect in the signal ratio, with a control signal flat, not every such curve was filed as active; inconclusive = small, poorly fitted or top-dose-only effect, or effect the other way, or a change in a side signal; inactive = no such curve, though single readings can be large or run the other way; the % refers to the signal ratio; note: potency is the fitted concentration of half-maximal effect; % is set by controls: 0 for no effect and ±100 for the full control effect
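TR-FRET readout: Ex 340 nm, 665/545 nm emission ratio, normalized to buffer-only (basal) and MBNL1-(CUG)12 controls. Complex of MBNL1-His with Biotin-(CUG)12, compounds 92 nM–58 uM, incubated 60 min at room temperature.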
Mito fusion act: inhibitors of mitochondrial division or activators of mitochondrial fusion; 0.23% of 320,000 active; Potency, µM (highest dose often 46.1 µM), for the others: at the highest dose growth rescue (activation), actives largely listed as activators; S. cerevisiae fusion-defective mutant growth rescue, CellTiterGlo 48 h; AID 485298;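 note: potency is the fitted concentration of half-maximal effect; % of control where 0% means no effect; nearly all actives have a fitted effect of over 45% in size; temperature-sensitive fusion mutants such as fzo1-1 at 37 °C on non-fermentable ethanol glycerol medium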
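Read-out: ATP-based luminescence (CellTiterGlo, 10 min ambient) reporting growth of fusion-defective ts yeast after 48 hours at 37C on glycerol/ethanol YPEG medium in the presence of compound.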
Menin-MLL TR inh: menin-MLL binding inhibition, Texas Red mutant peptide | O00255 | Menin + Texas Red MLL mutant peptide, fluorescence polarization | Potency, µM (series often up to 61.6 µM), for the others: at the highest dose FP activity change, negative = inhibition, hits mostly inhibitors | 0.23% of 270,000 active; active = well fitted inhibition curve with a large enough effect in the polarisation, with a control signal flat, not every such curve was filed as active; inconclusive = small, poorly fitted or top-dose-only effect, or effect the other way, or a change in a side signal; inactive = no such curve, though single readings can be large or run the other way; the % refers to the polarisation; note: potency is the fitted concentration of half-maximal effect; % of control where 0% means no effect; many of its hits are not listed in these tables
PKM2 act: increases activity of human pyruvate kinase M2; P14618; purified PKM2, Kinase-Glo ATP luminescence, activation; response scale: 0% is enzyme alone, no compound; Potency, µM (top dose mostly 57.5 µM), for inactives: at the top dose activation, usual class: activators; 0.34% of 260,000 active; AID 1631; note: potency is the fitted concentration of half-maximal effect; % is set by controls: 0 for no effect and ±100 for the full control effect; nearly all actives have a fitted effect of over 55% in size
Target sequence (P14618 whole entry, looked up): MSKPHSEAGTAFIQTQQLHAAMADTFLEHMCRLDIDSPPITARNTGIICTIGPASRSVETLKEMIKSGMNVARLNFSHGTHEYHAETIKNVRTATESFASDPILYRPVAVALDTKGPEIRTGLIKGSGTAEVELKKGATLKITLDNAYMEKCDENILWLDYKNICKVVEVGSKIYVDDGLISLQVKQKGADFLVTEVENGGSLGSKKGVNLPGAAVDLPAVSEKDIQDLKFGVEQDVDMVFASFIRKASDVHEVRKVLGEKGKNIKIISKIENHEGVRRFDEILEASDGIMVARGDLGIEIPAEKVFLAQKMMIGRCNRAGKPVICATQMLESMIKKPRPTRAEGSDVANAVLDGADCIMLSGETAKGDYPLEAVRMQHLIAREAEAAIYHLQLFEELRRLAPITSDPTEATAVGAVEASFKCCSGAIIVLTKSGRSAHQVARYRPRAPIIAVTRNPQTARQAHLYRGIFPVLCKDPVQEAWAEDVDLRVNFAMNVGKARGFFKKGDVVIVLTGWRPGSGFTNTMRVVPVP
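ATP formation by purified human PK-M2, quantified via coupled luciferase luminescence after 1 h at room temperature with 0.1 mM ADP and 0.5 mM PEP final.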
GALK inhibitor: inhibitors of human galactokinase | 0.007% of 270,000 active | Potency, µM (highest dose often 57.5 µM), for the others: top-dose activity change, negative = inhibition, hits mostly inhibitors | P51570 | Purified GALK, Kinase-Glo residual ATP luminescence; note: potency is the fitted concentration of half-maximal effect; % is set by controls: 0 for no effect and ±100 for the full control effect
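Galactose (100 uM) and ATP (35 uM) were turned over by 5 nM GALK for 1 h at RT. Kinase-Glo Plus then converted the remaining ATP into a luminescent signal.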
Numbers without * were called inactive; ? = inconclusive; . = no result given; [ ] = dose if it differs, or a comment. Unless noted, calls come from the whole dose curve; as a rule, active = well fitted curve in the direction sought with a large enough effect; inconclusive = small, poorly fitted or top-dose-only effect, or another doubt; inactive = no such curve, though single readings can be large; an effect the other way counts as inactive or inconclusive.

SMILES	hERG WT inh	Eya2 phos inh	ASM inhibitor	TSHR antag	Chronic BCR inh	USP2a block	MBNL1 CUG block	Mito fusion act	Menin-MLL TR inh	PKM2 act	GALK inhibitor
O=C(O)c1cc(O)ccc1NC(=O)C(c1ccccc1)c1ccccc1	-1	9%	9%	-10	1%	1%	-10%	-3%	21%	0%	-2%
COc1ccc(-c2nc(CN3CCC(C(=O)NC4CC4)CC3)c(C)o2)cc1OC	6	-1%	-2%	-9	1%	2%	-1%	0%	-2%	1%	-1%
O=C(CNC(=O)c1ccco1)N/N=C/c1ccc(C(=O)O)cc1	-1	1%	0%	-25	0%	2%	8%	1%	-11%	.	0%
O=C(CNC(=O)c1ccccc1Br)NCCSc1ccc(Br)cc1	-8	-2%	1%	0	-1%	1%	.	6%	.	.	.
CCOC(=O)c1c(C)[nH]c(C)c1S(=O)(=O)N(C)CC(=O)Nc1ccc(C)cn1	4	3%	-3%	3	5%	-2%	-1%	4%	.	.	-2%
COc1ccc(N=C2SC(C(=O)Nc3ccc(C(=O)O)cc3)CC(=O)N2Cc2cccs2)cc1 (configuration not stated)	2	2%	-18%	-20	-4%	3%	-3%	2%	.	7%	-5%
O=C(Nc1ccc(NC(=S)NC(=O)c2cccs2)cc1)c1ccco1	-7	-5%	-4%	-9	?	-1%	-8%	3%	13%	?	9%
COCCNC(=S)N(CCc1c(C)[nH]c2ccccc12)Cc1cccnc1	-3	4%	-3%	6	2%	0%	-10%	3%	-12%	.	0%
Cc1ccc2nc(SCC(=O)NC3CCS(=O)(=O)C3)[nH]c2c1 (configuration not stated)	-3	0%	-1%	-7	1%	2%	.	.	.	.	.
COc1ccc2c(c1)OC[C@H]1[C@H]2N2C(=O)CN(C)C(=O)[C@@]2(C)[C@H]1c1ccccc1	1	-7%	0%	10	-19%	1%	.	-7%	.	.	.
CSc1ccc(/C=C(\C(=O)O)c2ccc(S(=O)(=O)N3CCCCC3)s2)cc1	.	-7%	22%	-22	6%	2%	5%	2%	6%	9%	-4%
COc1cccc(N(CC(=O)NCc2cccnc2)S(C)(=O)=O)c1	-2	-4%	4%	4	-1%	-7%	4%	5%	-3%	-5%	-2%
CC(=O)c1ccc(NC(=S)N2CCN(C(=S)Nc3ccc(C(C)=O)cc3)C(C)C2)cc1 (configuration not stated)	3	-5%	4%	8	-3%	0%	-2%	4%	3%	-4%	3%
O=C(COc1cc(F)ccc1[N+](=O)[O-])NCCN1C(=O)CSC1=O	-10	5%	-1%	-9	6%	4%	.	.	.	.	.
COC(=O)C1=C(C)N(Cc2ccccc2)C(=O)N[C@H]1c1cccc(C(F)(F)F)c1	.	-10%	-6%	-1	-19%	5%	-1%	2%	-9%[11.7 µM]	0%[11.5 µM]	0%

Molecules listed so far with a furan ring, fused or not, in the order listed:
SMILES	hERG WT inh	Eya2 phos inh	ASM inhibitor	TSHR antag	Chronic BCR inh	USP2a block	MBNL1 CUG block	Mito fusion act	Menin-MLL TR inh	PKM2 act	GALK inhibitor
O=C(CNC(=O)c1ccco1)N/N=C/c1ccc(C(=O)O)cc1	-1	1%	0%	-25	0%	2%	8%	1%	-11%	.	0%
O=C(Nc1ccc(NC(=S)NC(=O)c2cccs2)cc1)c1ccco1	-7	-5%	-4%	-9	?	-1%	-8%	3%	13%	?	9%

The listing picks up with the two entries that preceded the break.
SMILES	hERG WT inh	Eya2 phos inh	ASM inhibitor	TSHR antag	Chronic BCR inh	USP2a block	MBNL1 CUG block	Mito fusion act	Menin-MLL TR inh	PKM2 act	GALK inhibitor
O=C(COc1cc(F)ccc1[N+](=O)[O-])NCCN1C(=O)CSC1=O	-10	5%	-1%	-9	6%	4%	.	.	.	.	.
COC(=O)C1=C(C)N(Cc2ccccc2)C(=O)N[C@H]1c1cccc(C(F)(F)F)c1	.	-10%	-6%	-1	-19%	5%	-1%	2%	-9%[11.7 µM]	0%[11.5 µM]	0%
CC(C)(C)OC(=O)NCCCC[C@H](NC(=O)c1[nH]cnc1C(=O)Nc1ccc(CNC(=O)OC(C)(C)C)cc1)C(=O)OC(C)(C)C	1	-18%	-4%	-11	?	-15%	-3%	-18%	.	1%	-2%
Cc1ccc(NC(=O)CSc2nnc3c(n2)[nH]c2ccccc23)cc1	-4	-12%	-3%	1	-3%	2%	-7%	-2%	-22%	.	-3%
O=C(NC1CCCC1)C(c1cccnc1)N(Cc1ccc(F)cc1)C(=O)c1csnn1 (configuration not stated)	7	-6%	-1%	1	3%	0%	-4%	-1%	8%	.	-3%
Cc1ccc2c(c1)N(C(=O)CCC(=O)NCCN1CCOCC1)CCO2	-3	11%	2%	11	6%	0%	-11%	0%	1%	0%	.
COc1ccc(OC)c(S(=O)(=O)N(C)CC(=O)Nc2cc(Cl)ccc2OC)c1	-6	0%	4%	3	?	0%	4%	10%	18%	-3%	-1%
C=CCNC(=O)c1oc2ccc(S(=O)(=O)N3CCC4(CC3)OCCO4)cc2c1C	3	2%	-4%	-8	1%	-1%	-1%	-15%	.	.	-4%
CSc1ccc(C(=O)NCC(c2ccco2)N(C)C)cc1[N+](=O)[O-] (configuration not stated)	6	-4%	0%	-10	1%	0%	?	-1%	-4%	.	1%
COc1cc(/C=N/NC(=O)c2cccnc2)ccc1OC(=O)c1cc(OC)c(OC)c(OC)c1	8	0%	-3%	-2	2%	0%	2%	-2%	23%	1%	0%
CCOC(=O)c1ccc(NC(=O)NCc2ccncc2)cc1	2	12%	0%	23	5%	2%	?	-3%	18%	-21%	-2%
O=C(C[C@@H]1C/C=C\C[C@H](NC(=O)OCC2c3ccccc3-c3ccccc32)C(=O)OC[C@@H]2CCCN2C1=O)N[C@H](CO)Cc1ccccc1	.	10%	11%	-21	1%	7%	.	.	.	.	.
CC1CN(S(=O)(=O)c2cccc(C(=O)N=c3sccn3C)c2)CC(C)O1 (configuration not stated)	1	-14%	-3%	-5	3%	0%	.	16%	.	.	.
CC1CC(C)CN(C(=S)Nc2ccc(OC(F)F)cc2)C1 (configuration not stated)	0	-3%	-4%	-3	?	2%	-6%	7%	8%	-2%	1%
C=CCN(Cc1nc(-c2ccccc2)no1)C(=O)c1ccc2c(c1)OCO2	0	-10%	2%	5	3%	2%	-3%	-6%	-13%	5%	-2%
O=C(/C=C/Nc1ccc(Oc2ccccc2Cl)cc1)c1ccco1	3	-2%	32%[activator]	0	-5%	0%	5%	4%	?	-4%	-1%
O=C(c1ccccc1-c1ccccc1)N1CCCC1	-23	-37%	-1%	1	0%	3%	-5%	1%	-9%	-13%	-2%
Cc1ccc(NC(=O)CSc2ccc(-c3ccc4c(c3)OCO4)nn2)cc1F	3	-13%	5%	5	-1%	5%	-3%	-4%	12%	-5%	-2%
CCn1ncc(Cl)c1C(=O)Nc1cc(Cl)ccc1Cl	-13	.	-9%	.	.	.	6%	-24%	-13%	-2%	0%
CC(C)(C)c1cc(C(=O)NC2CC2)n(Cc2ccc(F)cc2)n1	-11	-19%	1%	-7	2%	-2%	-2%	-3%	.	1%	.
Cc1nc2ncnn2c(N2CCN(S(=O)(=O)c3ccc(Br)cc3)CC2)c1C	4	-8%	-3%	-7	?	1%	9%	2%	6%	4%	-3%
CC(C)Cc1nc2oc3c(Cl)ncnc3c2c2c1CCCC2	-1	-23%	-2%	-4	12%	10%	-3%	-4%	.	2%	-1%
Cc1ccc2c(c1)cc(CN(Cc1ccc3c(c1)OCO3)C(=O)c1ccccc1)c1nnnn12	-8	-1%	-2%	1	7%	0%	4%	5%	0%	-6%	3%
Cn1c(N2CCC(C(N)=O)CC2)nc2c1c(=O)n(Cc1cccc(Br)c1)c(=O)n2C	5	-2%	-1%	8	-2%	-1%	2%	-1%	27%	0%	-4%
CC1CCN(S(=O)(=O)c2csc(C(=O)Nc3ccccc3)c2)CC1	-7	-21%	-10%	-12	-6%	0%	13%	0%	17%	1%	0%

From PubChem BioAssay

Not all compounds are listed; the hit share may differ from the screen's.
